Anthrax LF prot: anthrax lethal factor protease inhibition; inhibition, % at 10 µM; P15917; 360,000 compounds, 0.12% hits; multiplex microsphere protease cleavage assay, LF; further: plate controls were buffer without enzyme for full effect and enzyme alone for no effect
TcdB inh: blocks C. difficile toxin B glycohydrolase activity; TcdB glycohydrolase enzymatic assay, plate reader; AID 652162; inhibition, % at 9.99 µM; 350,000 compounds, 0.24% hits; P18177; in the data active means inhibition above about 10%
Target sequence (P18177 whole entry, looked up): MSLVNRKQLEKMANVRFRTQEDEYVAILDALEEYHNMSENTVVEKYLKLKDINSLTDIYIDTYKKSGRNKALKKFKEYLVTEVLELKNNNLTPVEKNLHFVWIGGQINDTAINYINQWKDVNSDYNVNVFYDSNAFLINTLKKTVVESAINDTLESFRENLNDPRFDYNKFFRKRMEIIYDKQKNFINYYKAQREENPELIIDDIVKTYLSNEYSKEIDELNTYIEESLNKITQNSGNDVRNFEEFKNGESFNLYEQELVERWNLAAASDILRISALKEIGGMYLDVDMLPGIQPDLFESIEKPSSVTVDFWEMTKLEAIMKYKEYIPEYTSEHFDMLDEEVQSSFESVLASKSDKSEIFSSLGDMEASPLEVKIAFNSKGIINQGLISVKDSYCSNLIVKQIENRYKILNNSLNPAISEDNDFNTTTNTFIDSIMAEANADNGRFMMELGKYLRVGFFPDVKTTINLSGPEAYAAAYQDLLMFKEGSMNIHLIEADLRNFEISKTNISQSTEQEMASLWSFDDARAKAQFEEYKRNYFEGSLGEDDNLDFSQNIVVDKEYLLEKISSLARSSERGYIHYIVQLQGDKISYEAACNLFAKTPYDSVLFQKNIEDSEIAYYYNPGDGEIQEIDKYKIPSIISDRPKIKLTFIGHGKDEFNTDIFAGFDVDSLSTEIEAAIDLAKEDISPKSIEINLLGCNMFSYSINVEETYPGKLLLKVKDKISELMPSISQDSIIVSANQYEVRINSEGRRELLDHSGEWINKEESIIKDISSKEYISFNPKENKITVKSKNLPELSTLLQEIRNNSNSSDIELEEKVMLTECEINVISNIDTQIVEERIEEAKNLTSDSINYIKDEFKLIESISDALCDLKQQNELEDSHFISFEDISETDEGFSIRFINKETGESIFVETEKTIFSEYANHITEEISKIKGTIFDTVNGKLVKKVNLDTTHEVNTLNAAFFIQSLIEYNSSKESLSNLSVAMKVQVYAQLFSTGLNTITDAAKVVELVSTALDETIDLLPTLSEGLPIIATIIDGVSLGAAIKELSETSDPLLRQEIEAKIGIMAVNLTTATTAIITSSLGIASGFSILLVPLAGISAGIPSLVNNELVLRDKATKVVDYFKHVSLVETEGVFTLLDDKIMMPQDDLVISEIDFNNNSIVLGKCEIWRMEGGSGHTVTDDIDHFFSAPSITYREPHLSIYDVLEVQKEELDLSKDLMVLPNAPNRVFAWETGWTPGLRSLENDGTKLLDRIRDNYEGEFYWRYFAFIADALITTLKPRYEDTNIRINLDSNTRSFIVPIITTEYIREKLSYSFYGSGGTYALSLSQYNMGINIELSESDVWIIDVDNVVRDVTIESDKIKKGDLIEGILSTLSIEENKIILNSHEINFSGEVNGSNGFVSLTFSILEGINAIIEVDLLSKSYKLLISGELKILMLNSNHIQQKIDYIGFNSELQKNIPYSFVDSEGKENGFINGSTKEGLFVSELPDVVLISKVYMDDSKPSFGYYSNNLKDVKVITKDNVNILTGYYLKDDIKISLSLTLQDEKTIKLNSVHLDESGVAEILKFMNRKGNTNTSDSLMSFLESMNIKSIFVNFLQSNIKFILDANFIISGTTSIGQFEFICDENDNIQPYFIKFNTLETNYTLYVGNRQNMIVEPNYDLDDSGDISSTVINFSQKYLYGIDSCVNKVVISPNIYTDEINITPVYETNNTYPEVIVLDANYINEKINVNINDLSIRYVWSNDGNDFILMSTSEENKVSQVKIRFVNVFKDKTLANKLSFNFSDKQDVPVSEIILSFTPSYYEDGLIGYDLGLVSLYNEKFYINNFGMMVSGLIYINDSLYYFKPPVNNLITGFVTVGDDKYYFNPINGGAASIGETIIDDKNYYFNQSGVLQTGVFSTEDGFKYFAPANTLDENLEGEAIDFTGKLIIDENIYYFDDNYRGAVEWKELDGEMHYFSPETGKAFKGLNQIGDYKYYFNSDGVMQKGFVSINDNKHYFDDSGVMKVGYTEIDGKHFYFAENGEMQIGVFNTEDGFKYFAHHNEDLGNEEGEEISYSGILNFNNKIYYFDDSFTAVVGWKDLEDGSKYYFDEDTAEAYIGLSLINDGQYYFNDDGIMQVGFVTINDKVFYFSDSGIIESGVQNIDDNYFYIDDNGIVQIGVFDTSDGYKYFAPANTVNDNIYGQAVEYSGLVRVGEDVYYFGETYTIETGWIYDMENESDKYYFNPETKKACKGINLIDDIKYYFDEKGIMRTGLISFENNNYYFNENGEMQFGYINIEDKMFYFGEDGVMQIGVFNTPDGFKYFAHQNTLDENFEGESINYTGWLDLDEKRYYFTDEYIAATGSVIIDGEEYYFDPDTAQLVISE
Y pestis TopoI: inhibitors of Yersinia pestis topoisomerase I. Y. pestis Topo-I cleavage product accumulation, plate reader. activity, % at 10 µM. 360,000 compounds, 0.064% hits. AID 504884; in the data active means activity above about 50%, passing the limit was not always enough; inconclusive means no clear call, values can overlap the other calls; further: inactives centre near 2
PrPC TRFRET: inhibitors of human cell surface prion protein PrPC | inhibition, % at 13.8 µM | TR-FRET read-out | P04156 | 370,000 compounds, 0.43% hits; in the data active means inhibition above about 24%; further: 0% = median of the test wells and 100% = reference compound wells
PfHsp40 yeast: compounds rescuing yeast from Plasmodium falciparum HSP40 toxicity; 340,000 compounds, 0.68% hits; S. cerevisiae expressing PfHsp40, growth rescue, ATP luminescence; growth rescue, % at 12.5 µM; AID 504582; in the data active means growth rescue above about 28%, passing the limit was not always enough; inconclusive means no clear call, values can overlap the other calls;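 further: yeast W303a lacking pdr1 and pdr3 grown in galactose medium; growth measured after three days at 30 °C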
Vc quorum ag: inducers of Vibrio cholerae quorum light production without autoinducers; V. cholerae BH1578 lux reporter, luminescence, 6 h; activation, % at 18.7 µM; 350,000 compounds, 0.16% hits; AID 588436; in the data active means activation mostly above about 9.7%, no sharp cut-off; inconclusive means no clear call, values can overlap the other calls; inactive means mostly below about 3.7%; further: not every result past the cut was called active; inactives centre near 0; reference of the scale not given here
PriA SSB inh: K. pneumoniae PriA-SSBct interaction inhibition; AID 1272365; 430,000 compounds, 0.6% hits; inhibition, % at 33 µM; AlphaScreen SSBct-PriA binding, biotinylated peptide; in the data active means inhibition mostly above about 37%, no sharp cut-off; inactive means mostly below about 20%;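 further: plate controls were negative control peptide for no effect and reference peptide for full effect; strong numbers were not always called active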
SARS 3CLpro inh: SARS-CoV 3CLpro protease inhibition; recombinant SARS-CoV 3CLpro, quenched FRET peptide cleavage; inhibition, % at 6 µM; 290,000 compounds, 0.14% hits; in the data active means inhibition above about 12%
BoNT A protease: BoNT A light chain protease inhibition. multiplex microsphere protease substrate cleavage, flow cytometry. inhibition, % at 10 µM. 360,000 compounds, 0.17% hits. AID 588499; further: plate controls were buffer without enzyme for full effect and enzyme alone for no effect
Starred values were filed as active, the others as inactive; i = inactive; u = inconclusive; x = no result given. Unless noted, no stated cut-off is given here; in the data, active means inhibition above about 30%; inconclusive means no clear call, values can overlap the other calls; inactive means below that. A portion of the library (hit frequency here may not be typical).

Start of the data: the first four records, to show the layout:
SMILES	Anthrax LF prot	TcdB inh	Y pestis TopoI	PrPC TRFRET	PfHsp40 yeast	Vc quorum ag	PriA SSB inh	SARS 3CLpro inh	BoNT A protease
Cc1c(C(=O)N2CCOCC2)[nH]c2c1C(=O)CC(c1ccccc1Cl)C2 (stereo not given)	0.0	x	-3.5	8.1	-0.1	-2.8	-3.8	-5.8	-0.2
C=CCNc1nc(-c2ccc3c(c2)OCCO3)cs1	x	1.7	10.6	5.4	0.2	0.3	-3.8	-1.2	x
O=c1c2c3c(sc2nc(NCCO)n1-c1ccccc1)CCCC3	4.4	1.7	3.0	3.0	1.2	-0.3	-1.6	-0.2	1.5
Cc1ccc(CS(=O)Cc2ccc(C(=O)N3CCN(C4CCCCC4)CC3)o2)cc1 (stereo not given)	-3.9	2.0	23.4	-3.1	-0.1	i	2.6	-3.9	-0.8

The whole of this part (from the top)
SMILES	Anthrax LF prot	TcdB inh	Y pestis TopoI	PrPC TRFRET	PfHsp40 yeast	Vc quorum ag	PriA SSB inh	SARS 3CLpro inh	BoNT A protease
Cc1c(C(=O)N2CCOCC2)[nH]c2c1C(=O)CC(c1ccccc1Cl)C2 (stereo not given)	0.0	x	-3.5	8.1	-0.1	-2.8	-3.8	-5.8	-0.2
C=CCNc1nc(-c2ccc3c(c2)OCCO3)cs1	x	1.7	10.6	5.4	0.2	0.3	-3.8	-1.2	x
O=c1c2c3c(sc2nc(NCCO)n1-c1ccccc1)CCCC3	4.4	1.7	3.0	3.0	1.2	-0.3	-1.6	-0.2	1.5
Cc1ccc(CS(=O)Cc2ccc(C(=O)N3CCN(C4CCCCC4)CC3)o2)cc1 (stereo not given)	-3.9	2.0	23.4	-3.1	-0.1	i	2.6	-3.9	-0.8
COc1ccc(S(=O)(=O)Nc2cccnc2)cc1OC	-8.5	2.1	-7.9	7.5	-0.8	i	-1.5	-3.8	-2.8
Cc1ccc(N2C(=O)c3n[nH]c(C)c3C2c2ccco2)cc1 (stereo not given)	-2.1	x	-4.4	-1.4	0.0	i	-5.4	0.2	u
Cc1csc(NC(=O)CSc2nccn2C)n1	0.7	0.2	9.5	2.6	1.0	-1.5	-2.9	-3.1	-2.0
Cc1nn(C)cc1CNCc1c(C(=O)N2CCCCC2)nc2c(C)cccn12	1.8	1.4	-5.5	-6.7	-0.7	-0.1	-9.6	-5.5	0.5
CCCNC(=O)N1CCC(c2nc3ccccc3s2)CC1	7.5	0.1	5.2	7.7	-1.5	-1.1	-9.4	-2.0	-1.0
COc1ccc(CCNC(=O)C2CCN(S(C)(=O)=O)CC2)cc1	-0.1	1.9	1.1	5.1	0.2	1.8	-6.0	-6.8	-1.8
COCCNC(=S)N/N=C/c1ccccc1C(=O)O	0.7	x	8.9	1.2	-1.6	-0.4	x	-1.1	-0.6
Cc1c(C)c2ccc(OCC(=O)N3CCN(c4cccc(Cl)c4)CC3)cc2oc1=O	0.7	-0.1	16.5	-5.0	-0.5	0.7	-0.1	-0.2	-0.1
Cc1ccccc1N1CCN(C(=O)CN2C(=O)c3ccccc3C2=O)CC1	-10.3	0.8	8.1	1.7	0.3	-1.6	-10.4	-2.4	-0.5
Cc1csc(N2CCN(c3cc4nc(-c5ccncc5)[nH]c4cc3Cl)CC2)n1	-2.5	0.9	5.4	-3.1	2.1	5.0	-2.3	-11.3	-0.9
O=C(CSc1cc(Cl)ccc1Cl)NCC(=O)Nc1ccc(F)c(F)c1F	-2.5	-1.4	-0.9	0.5	3.2	i	-12.9	-1.2	-0.7
CC(Sc1nnc(CC(=O)Nc2ccccc2F)n1C)C(=O)Nc1nccs1 (stereo not given)	5.4	0.2	-1.0	-3.9	1.9	-0.6	-6.2	-9.9	-0.8
CCCCNc1ncnc2c1nnn2Cc1ccccc1Cl	-8.4	1.9	8.4	6.7	-1.5	i	-10.9	-0.3	-2.9
COC(=O)c1ccc(Nc2c([N+](=O)[O-])c(=O)oc3ccccc23)cc1	x	-0.9	2.4	9.1	0.1	-0.7	4.9	-3.2	x
Cc1ccc(S(=O)(=O)N2CCCNCC2)cc1	12.1	3.9	7.3	-3.0	-0.5	-0.5	1.8	-2.2	-3.2
Cc1ccc(C)c(C(=O)CCC(=O)NNC(=O)c2cccs2)c1	6.8	0.4	2.7	0.3	0.6	i	-19.7	x	0.7
S=c1[nH]nc(-c2cccnc2)n1/N=C/C=C/c1ccccc1	0.8	2.1	3.4	-16.1	0.1	-0.3	x	5.9	0.7
CCN(c1ccccc1)S(=O)(=O)c1cc([N+](=O)[O-])ccc1N	1.1	0.5	4.0	-19.7	-0.4	-0.5	1.6	4.3	-0.1
O=C(Nc1ccccc1-c1ccccc1)c1ccc(Br)o1	-21.5	x	-2.7	-5.2	-0.9	-0.4	-9.7	-0.2	-4.4
Cc1ccc(C(=O)NC(C)c2ccc(-n3ccnc3)cc2)cc1 (stereo not given)	-6.3	1.5	-3.7	1.3	-0.6	-0.5	-0.9	3.3	-1.6
O=C1c2ccccc2C(c2nnnn2-c2ccc3c(c2)OCCO3)N1CCCN1CCOCC1 (stereo not given)	-9.1	1.6	x	-7.8	x	x	x	x	-0.8
CC(C)(C)OC(=O)C(Cl)(C(=O)OC(C)(C)C)c1ccc2nnnn2n1	-11.5	2.6	-4.1	-4.4	-0.6	i	1.3	7.8	-1.9
COc1cccc(NC(=O)OCCN2CCN(Cc3ccccc3)CCC2=O)c1	2.1	0.6	20.5	-0.1	0.0	-0.4	-1.3	-2.0	0.4
Cn1cc(S(=O)(=O)Nc2ccc(Cl)cc2Cl)c(=O)n(C)c1=O	5.0	1.4	-1.5	-5.1	-0.8	-0.2	-11.4	-2.7	2.5
Cc1oc(-c2ccc(Cl)cc2)cc1C(=O)/C(C#N)=C/Nc1cccc(OC(F)(F)F)c1	4.3	0.9	-1.3	1.3	-1.4	-1.1	x	4.2	0.2
C[N+]1(C)CCN(c2ccccc2)CC1	2.3	-0.1	-9.0	-5.5	-0.4	0.2	-9.8	-2.2	-0.4
CN(CCC#N)C(=O)CSc1nnc(-c2c[nH]c3ccccc23)o1	-11.2	-0.6	4.2	6.4	0.7	i	-7.2	3.6	-0.7
Cc1nc(N2CCOCC2)c2c(C)c(C(=O)Nc3ccccc3C(F)(F)F)sc2n1	0.5	2.3	4.7	1.8	0.0	-0.3	-9.2	0.2	-0.1
Cc1cc(C(=O)Nc2cccc(C)c2C)c2ccccc2n1	-0.5	1.6	0.3	1.3	-1.2	i	-8.6	4.0	1.9
COc1ccccc1-c1nnc(SCc2nc3ccccc3[nH]2)n1C	1.5	0.2	-3.3	12.4	0.7	-5.9	-5.7	-7.1	2.0
CN(C)/C=N/c1cc(=O)[nH]c(=O)n1Cc1ccccc1	-4.0	-0.1	-9.0	2.8	6.4	-0.2	x	0.7	-0.4
COc1ccc(N(CC(=O)NCc2cccs2)S(=O)(=O)c2ccc(F)cc2)cc1	x	-1.6	5.9	4.8	2.5	-5.7	-4.6	x	x
O=C(CSc1ccc(-c2ccccn2)nn1)NC1CCCC1	3.0	1.3	-10.5	3.1	221.5*	i	32.5	-4.5	-0.8
O=C(CCC(=O)N1CCOCC1)Nc1nnc(C2CCCCC2)s1	6.4	x	-4.9	1.1	1.7	-1.0	-5.4	7.4	-1.6
Cc1ccc(-c2nnc(OCC3CCCO3)c3ccccc23)cc1 (stereo not given)	-0.8	2.2	23.6	11.0	-0.1	-0.2	2.5	1.4	-0.1
N#CC(c1ccc(=O)[nH]n1)c1ccc(Cl)cc1Cl (stereo not given)	-3.0	0.5	-1.2	2.9	1.5	-0.2	-4.2	2.1	-0.9
Cc1cc2n(n1)C(c1ccc(N(C)C)cc1)Nc1ccccc1-2 (stereo not given)	-2.2	x	-1.7	10.3	0.5	-2.2	0.9	-1.0	-2.8
Cc1ccc(C(=O)NNC(=O)c2cccc(C)c2)cc1	-2.1	0.5	-3.1	-8.9	-0.9	-2.0	3.9	2.0	-0.7
O=C(COC(=O)c1ccc(S(=O)(=O)N2CCCC2)cc1)NCc1ccc(Cl)cc1	0.0	x	2.5	-2.5	1.3	x	-11.8	-1.1	-1.4
COCCOC(=O)C(CC(=O)O)NCc1ccco1 (stereo not given)	0.4	0.1	-2.1	5.8	0.4	i	-3.7	0.4	0.5
COc1ccc(-c2cnc3nc[nH]c(=O)c3n2)cc1	-0.6	x	-0.4	-40.3	-0.2	-0.7	-14.2	0.7	-1.8
Cc1sc2nc(CSC(C)C(=O)Nc3ccc(C(N)=O)cc3)[nH]c(=O)c2c1C (stereo not given)	8.0	4.6	0.7	5.5	0.4	-0.3	6.0	x	0.5
CCOC(=O)c1cc(C(C)C)sc1NC(=O)COC(=O)CCS(=O)(=O)c1ccccc1	1.4	1.0	21.8	4.8	5.8	-1.0	-17.5	-4.5	-0.4
CC(/C=N/N1CCN(c2ccccn2)CC1)=C\c1ccccc1	-2.9	1.0	32.8	-0.6	0.4	-0.5	x	3.1	-1.2
COc1ccc(Cn2c(=O)[nH]c3cc(C(=O)N4CCN(c5ccccc5F)CC4)ccc3c2=O)cc1	-5.1	-4.8	10.1	-2.9	0.3	0.6	4.6	4.8	-1.4
O=C(Nc1ccncc1)c1cc(-c2ccccc2)nc2ccccc12	-7.4	1.0	-4.7	-12.3	x	-1.3	x	x	-0.2
CCN1/C(=C/c2ccc3cc(C)ccc3[n+]2CC)Sc2cc(C)ccc21	-41.2	0.8	-3.0	17.8	-3.3	i	36.6	-17.2	54.7*
O=C(CN1CCOCC1)N/N=C/c1ccco1	-5.3	-0.1	-0.6	3.0	-0.2	-0.7	x	-5.2	-2.9
CCc1ccccc1NC(=S)NCc1ccc2c(c1)OCO2	-2.1	x	-0.2	10.1	0.3	0.1	4.7	-0.3	0.8
COc1ccc(OC)c(/C=N/NC(=O)c2ccc[n+](CC(=O)c3ccccc3)c2)c1	-2.2	x	-9.0	x	-1.0	1.5	x	x	0.0
CCN1C(=O)[C@H]2[C@@H](c3ccc(-c4ccc(OC)cc4)c(OC)c3)N[C@@](Cc3ccccc3)(C(=O)OC)[C@H]2C1=O	-0.3	0.6	4.3	3.9	1.5	-0.4	20.0	x	-0.2
COC(=O)c1cnn(-c2ccccc2)c1/C=N/NC(=S)Nc1ccc(Cl)cc1	x	0.8	5.6	-0.7	x	-0.6	x	6.3	x
Cc1c(C(=O)NCCc2ccccc2)oc2ccc(S(=O)(=O)N3CCOCC3)cc12	4.6	x	19.2	6.4	0.6	i	-3.1	-5.4	0.0
C=CCC[C@@H](Cc1ccc(F)cc1)C(=O)O[C@H](CNC(=O)[C@@H](CC=C)CC(=O)N[C@H](CO)Cc1ccccc1)c1ccccc1	-6.5	0.3	37.9	-1.5	-1.3	0.8	-8.0	x	-0.7
N#Cc1c(N2CCCC(O)C2)nc(N)c2c(N)nc3c(c12)CC(=O)N3C12CC3CC(CC(C3)C1)C2 (stereo not given)	-0.4	x	-6.2	-1.2	0.0	3.1	62.6*	1.6	14.5
CC1=NNC(=O)C1CC(=O)N/N=C/c1ccncc1 (stereo not given)	-22.4	-0.8	12.3	-6.7	-0.1	0.6	i	2.4	u

Next section:
SMILES	Anthrax LF prot	TcdB inh	Y pestis TopoI	PrPC TRFRET	PfHsp40 yeast	Vc quorum ag	PriA SSB inh	SARS 3CLpro inh	BoNT A protease
Cc1c(Cl)cccc1NC(=S)NCc1ccc(F)cc1	-1.2	1.3	-6.8	-0.6	-0.9	-0.2	-0.8	-1.3	-2.8
COc1ccc(C)cc1NC(=O)CCCN1C(=O)C2CC=CCC2C1=O (stereo not given)	-4.9	-6.1	0.4	10.2	-1.2	-0.1	1.1	-2.4	-3.7
CCOC(=O)N1CCN(C(=O)CCCCn2c(=S)[nH]c3ccsc3c2=O)CC1	-4.8	2.1	-11.6	3.5	0.1	-0.7	6.3	-1.6	-0.2
Cc1ccccc1-c1noc(C2CCCCC2)n1	-2.5	x	-2.5	4.2	-1.5	i	-32.8	-3.4	u
COc1ccc(NS(=O)(=O)c2ccc(NS(=O)(=O)c3cccc(C(=O)O)c3)cc2)cc1	0.4	0.0	-4.4	-4.4	1.5	-0.3	-6.5	0.9	0.5

Assay outcomes from PubChem BioAssay.
